Compound activity (PubChem BioAssay)
NPC1 promoter act: activates the NPC1 promoter. Huh7 NPC1 promoter luciferase reporter, 24 h. 320,000 tested, 2.4% active. Potency, µM (doses to about 9.22 µM), for inactives: at the top dose activation, most hits filed as activators;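 further: potency means the concentration at half of the fitted maximal effect; % of control where 0% means no effect; nearly all actives have a fitted effect of over 60% in size; reporter is driven by a mutant NPC1 promoter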
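Cells: Huh7 expressing luciferase under the NPC1 promoter, 1500/well. Seeded 2 h, compound added, incubated 24 h at 37 °C. Luciferase reagent, 10 min ambient, then luminescence.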
PKM2 activator: activators of human pyruvate kinase M2; purified PKM2, Kinase-Glo ATP luminescence, activation; response scale: 0% is enzyme alone, no compound; AID 1631; Potency, µM (highest dose often 57.5 µM), inactives show at the top dose activation, actives largely listed as activators; 260,000 tested, 0.34% active; P14618; further: potency means the concentration at half of the fitted maximal effect; on the % scale 0 is the no-effect control and ±100 the full control effect; nearly all actives have a fitted effect of over 55% in size
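Kinase-Glo luminescence reports ATP generated from ADP (0.1 mM) and PEP (0.5 mM) by purified hPK-M2 after 1 h at room temperature, pH 7.2 imidazole buffer; intermediate enzyme activity allows detecting inhibitors and activators.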
Mito fusion yeast: mitochondrial division inhibition or fusion activation | 320,000 tested, 0.23% active | AID 485298 | S. cerevisiae fusion-defective mutant growth rescue, CellTiterGlo 48 h | Potency, µM (series often up to 46.1 µM), for the others: at the top dose growth rescue (activation), usual class: activators;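 further: potency means the concentration at half of the fitted maximal effect; % of control where 0% means no effect; nearly all actives have a fitted effect of over 45% in size; temperature-sensitive fusion mutants such as fzo1-1 at 37 °C on non-fermentable ethanol glycerol medium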
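S. cerevisiae fusion-defective temperature-sensitive mutants (e.g. fzo1-1, mgm1-5) grown 48 h at 37C in YPEG (ethanol/glycerol non-fermentable) medium with 23 nl compound per well; growth rescue read as CellTiterGlo luminescence.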
FLuc modulator: inhibits or activates purified firefly luciferase, miR-21 counter-screen; AID 588342; P08659; 360,000 tested, 6.9% active; Potency, µM (doses to about 57.5 µM), inactives show at the top dose activity change, negative = inhibition, hits mostly inhibitors; purified FLuc, Km substrates, luminescence inhibition;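 further: potency means the concentration at half of the fitted maximal effect; plate controls were vehicle for no effect and reference inhibitor for full effect; nearly all actives have a fitted effect of over 55% in size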
Target sequence (P08659 whole entry, looked up): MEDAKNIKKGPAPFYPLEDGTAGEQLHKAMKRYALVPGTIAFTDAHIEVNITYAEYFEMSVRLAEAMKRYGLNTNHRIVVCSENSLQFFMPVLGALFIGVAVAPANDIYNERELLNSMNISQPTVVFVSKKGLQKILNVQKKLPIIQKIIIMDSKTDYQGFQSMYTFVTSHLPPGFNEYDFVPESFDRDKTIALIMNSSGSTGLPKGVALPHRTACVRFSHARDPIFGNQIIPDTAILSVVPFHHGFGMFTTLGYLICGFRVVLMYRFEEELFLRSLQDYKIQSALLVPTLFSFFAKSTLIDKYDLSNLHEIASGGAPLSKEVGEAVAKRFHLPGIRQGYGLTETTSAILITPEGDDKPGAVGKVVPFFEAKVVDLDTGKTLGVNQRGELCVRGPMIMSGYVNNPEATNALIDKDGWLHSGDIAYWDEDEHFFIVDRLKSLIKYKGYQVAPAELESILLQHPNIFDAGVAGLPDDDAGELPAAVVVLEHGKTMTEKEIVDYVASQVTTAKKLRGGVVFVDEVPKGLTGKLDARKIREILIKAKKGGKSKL
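Biochemical qHTS of compounds, final roughly 60 µM downward over six points, against 10 nM purified firefly luciferase using Km concentrations of substrates (10 uM D-luciferin, 10 uM ATP) in Tris acetate pH 7.5 buffer; luminescence output.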
Rab9 promoter act: activators of Rab9 promoter. Potency, µM (doses to about 9.22 µM), for inactives: at the highest dose activation, negative = inhibition, hits mostly activators. Huh7 Rab9 promoter-luciferase reporter, luminescence, 24 h. 320,000 tested, 2.8% active. AID 485297; further: potency means the concentration at half of the fitted maximal effect; % of control where 0% means no effect; nearly all actives have a fitted effect of over 60% in size
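Luminescence read-out: Huh7 cells stably expressing Rab9-luciferase, treated 24 h with compound at 37 °C, then lysed with luciferase reagent for 10 min at ambient before reading.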
Menin MLL FP TR: displaces Texas Red mutant MLL peptide from human menin. 270,000 tested, 0.23% active. O00255. Menin + Texas Red MLL mutant peptide, fluorescence polarization. AID 1768. Potency, µM (titrated, usually from 61.6 µM), without a hit: at the top dose FP activity change, negative = inhibition, hits mostly inhibitors; active means well fitted inhibition curve with a large enough effect in the polarisation, with a control signal flat, not every such curve was filed as active; inconclusive means small, poorly fitted or top-dose-only effect, or effect the other way, or a change in a side signal; inactive means no such curve, though single readings can be large or run the other way; the % refers to the polarisation; further: potency means the concentration at half of the fitted maximal effect; % of control where 0% means no effect; many of its hits are not listed in these tables
ELG1 DNA repair: ELG1-dependent DNA repair inhibition | Potency, µM (highest dose often 46.1 µM), for inactives: top-dose activity change, negative = inhibition, hits mostly inhibitors | 330,000 tested, 2.3% active | HEK293T ELG1-luciferase reporter, luminescence, 16 h; DNA damage induced by 5-fluorouridine | AID 504467; further: potency means the concentration at half of the fitted maximal effect; on the % scale 0 is the no-effect control and ±100 the full control effect; nearly all actives have a fitted effect of over 55% in size
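Reporter activity after DNA damage by 5-fluorouridine is monitored. Compound-treated cells incubate 16 hr at 37 °C, then ONE-Glo is added for 30 min before luminescence reading.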
MBNL1-CUG inh: MBNL1-poly(CUG) RNA binding inhibition. Q9NR56. TR-FRET MBNL1-His/biotin-(CUG)12 binding, 665/545 ratio. Potency, µM (top dose mostly 57.5 µM), for the others: at the highest dose activity change, negative = inhibition, usual class: inhibitors. 280,000 tested, 0.036% active; active means well fitted inhibition curve with a large enough effect in the signal ratio, with a control signal flat, not every such curve was filed as active; inconclusive means small, poorly fitted or top-dose-only effect, or effect the other way, or a change in a side signal; inactive means no such curve, though single readings can be large or run the other way; the % refers to the signal ratio; further: potency means the concentration at half of the fitted maximal effect; on the % scale 0 is the no-effect control and ±100 the full control effect
Target sequence (Q9NR56 whole entry, looked up): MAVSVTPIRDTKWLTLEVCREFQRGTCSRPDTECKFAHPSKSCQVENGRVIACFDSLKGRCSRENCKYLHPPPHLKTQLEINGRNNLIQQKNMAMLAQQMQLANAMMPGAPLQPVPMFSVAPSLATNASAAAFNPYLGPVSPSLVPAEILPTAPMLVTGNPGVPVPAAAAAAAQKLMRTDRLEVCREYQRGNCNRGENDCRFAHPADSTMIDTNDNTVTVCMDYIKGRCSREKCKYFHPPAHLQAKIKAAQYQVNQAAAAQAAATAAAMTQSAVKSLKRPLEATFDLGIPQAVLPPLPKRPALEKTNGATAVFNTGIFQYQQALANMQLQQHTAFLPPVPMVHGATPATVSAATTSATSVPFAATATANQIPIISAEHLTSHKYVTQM
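Compounds (final 92 nM to 58 uM) are added to His-tagged MBNL1 and biotin-(CUG)12, then terbium anti-His antibody and streptavidin-XL665 (5 nM final). After 60 min at room temperature, the 665/545 nm ratio is read.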
RORg inh: ROR gamma (mouse) transcription inhibition; Drosophila S2 Gal4-RORgamma UAS-luciferase reporter, 20 h; Potency, µM (top dose mostly 53.6 µM), without a hit: top-dose activity change, negative = inhibition, hits mostly inhibitors; 310,000 tested, 5.4% active; AID 2551; further: potency means the concentration at half of the fitted maximal effect; on the % scale 0 is the no-effect control and ±100 the full control effect; nearly all actives have a fitted effect of over 60% in size
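Stably transfected Drosophila Schneider cells are the test system, with ROR gamma fused to Gal4 and luciferase under UAS control; luminescence is read after 20 hr of 700 uM copper sulfate induction at ambient temperature.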
VP16 counter: counter-screen for ROR gamma inhibitors: Gal4-VP16 reporter. Drosophila S2 Gal4-VP16 UAS-luciferase, luminescence, 20 h. Potency, µM (doses to about 53.6 µM), for inactives: at the top dose activity, negative = inhibition, most hits filed as inhibitors. 310,000 tested, 3.5% active. AID 2546;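 further: Gal4-VP16 expression switched on by copper sulfate through the metallothionein promoter; potency means the concentration at half of the fitted maximal effect; on the % scale 0 is the no-effect control and ±100 the full control effect; nearly all actives have a fitted effect of over 50% in size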
KCNH2 3.1 block: KCNH2 3.1 (human) potassium channel inhibition; U2OS KCNH2 3.1, thallium flux FluxOr; hits give low values; activity change, % (tested at about 1.8 µM); 340,000 tested, 0.95% active; AID 720553;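 active means maximum activity change below -70%; inconclusive means maximum activity change from -70% to -50%; inactive means maximum activity change above -50%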;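 further: thallium influx rate constant from kinetic fluorescence after stimulation buffer; on the % scale 0 is the no-effect control and ±100 the full control effect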
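Channel expression came from 3.1 mutant virus (1.77 x 10^8 /mL) applied to suspended U2OS cells for 4 h. Flux was tracked with FluxOr dye plus Red40 quencher, and kinetic rate constants normalized to controls.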
Starred values were filed as active, the others as inactive; u = inconclusive; x = no result given; [ ] = another dose, or the depositor's remark. Unless noted, the call rests on the fitted dose curve; in most records, active means well fitted curve in the direction sought with a large enough effect; inconclusive means small, poorly fitted or top-dose-only effect, or another doubt; inactive means no such curve, though single readings can be large; an effect the other way counts as inactive or inconclusive.

SMILES	NPC1 promoter act	PKM2 activator	Mito fusion yeast	FLuc modulator	Rab9 promoter act	Menin MLL FP TR	ELG1 DNA repair	MBNL1-CUG inh	RORg inh	VP16 counter	KCNH2 3.1 block
CC1CCCCN1CC(=O)Nc1sccc1C#N (stereo unspecified)	-6%	3%	1%	-1%	-4%	15%	0%	0%	5%	-1%	14
Cc1ccc(NC(=O)c2csc(-c3ccccc3)c2C)cc1	0.11µM*	-12%	-3%	0.095µM*	0.32µM*	-1%	u	-12%	2µM*	2µM*	-1
O=C1NC2(CCCCC2)N=C1c1ccc(Br)cc1	2%	-2%	-2%	-4%	1%	x	13%	-9%	13µM*	u	5
O=C(c1nc2ccccn2c1CNCCCn1ncc2ccccc21)N1CCOCC1	0%	u	3%	-1%	-1%	13%	8%	-9%	25%	1%	-2
CC(=O)CC1(O)C(=O)Nc2ccccc21 (stereo unspecified)	-3%	0%	-2%	0%	0%	x	13%	x	4%	-9%	-4
COc1ccc(C(C(=O)NC2CCCCC2)N(C(=O)Cc2c[nH]c3ccccc23)c2ccc(NC(C)=O)cc2)cc1OC (stereo unspecified)	-3%	0%	0%	-1%	1%	0%	2%	-13%	1%	3%	-3
COc1ccccc1NC(=O)COC(=O)c1ccccc1OCC(=O)Nc1ccc(SC(F)F)cc1	1%	1%	-8%	-14%	-11%	6%	8%	-4%	12%	-17%	-37
CCOC(=O)C1=CN(CC2CCCO2)C=C(C(=O)OCC)C1c1ccccc1C(F)(F)F (stereo unspecified)	-4%	0%	1%	-1%	17%	-13%	u	-6%	8%	-5%[10 µM]	-37
Cn1c(=O)c2c(C(=O)O)cc(-c3ccccc3)nc2n(Cc2ccccc2)c1=O	0%	2%	0%	13%	-4%	3%	3%	14%	-9%	-8%	-7
CCOc1ccc(N2C(=O)CC(S/C(N)=N/N=C/c3cccs3)C2=O)cc1 (stereo unspecified)	-1%	-2%	1%	18%	1%	u	9%	x	-24%	-3%	-30
CC12CCC(C(=O)N(CC(O)CN3CCCCCC3)C1=O)C2(C)C (stereo unspecified)	-3%	4%	-3%	3%	-5%	5%	14%	x	-12%[10 µM]	2%	36
CC(=O)c1cnc(Oc2cc(Cl)ccc2Cl)nc1C	-6%	x	-1%	0%	-4%	-2%	16%	-8%	-4%	4%	0
COc1ccc(C(=O)c2nc3c(n2O)CCCCC3)cc1	14%	-18%	-6%	-5%	5%	8%	u	u	-3%	11%	-25
CNS(=O)(=O)c1ccc(NC(=O)c2csc(C)c2)cc1	-1%	5%	6%	-2%	-18%	x	10%	-2%	u	u	13
COc1ccc(CN2CCN(Cc3cc4ccccc4o3)CC2CCO)c(F)c1 (stereo unspecified)	-3%	1%	-2%	-1%	-2%	-2%	-9%	8%	15%	-2%	-43
O=S(=O)(c1ccccc1)c1nc(Cc2ccccc2)oc1N1CCOCC1	-1%	x	-6%	-2%	-3%	-1%	-2%	5%	-3%	-2%	0
CC1CC(C)CN(C(=O)COC(=O)c2cc([N+](=O)[O-])ccc2N2CCOCC2)C1 (stereo unspecified)	-2%	x	-6%	12%	-4%	x	-2%	x	x	x	-10
Cc1cc(C(=O)COC(=O)c2n[nH]c3ccccc23)c(C)n1CC1CCCO1 (stereo unspecified)	0.35µM*	-4%	5%	u	0.32µM*	-25%	u	-6%	-26%	u	-12
CC(C)(C)NC(=O)CSc1nc(Cc2ccccc2)nc2ccccc12	-4%	3%[11.5 µM]	-5%	5%	-1%	-19%	u	15%	14%	2%	-3
Cc1cc(C)c(NS(=O)(=O)c2ccc3c(c2)n(C)c(=O)n3C)c(C)c1	-3%	x	13%	3%	-3%	9%	6%	-10%	10%	11%	-1

Part of the list above with just FLuc modulator and VP16 counter:
molecule,FLuc modulator,VP16 counter
CC(C)(C)NC(=O)CSc1nc(Cc2ccccc2)nc2ccccc12,5%,2%
COc1ccc(CN2CCN(Cc3cc4ccccc4o3)CC2CCO)c(F)c1 (stereo unspecified),-1%,-2%
CCOC(=O)C1=CN(CC2CCCO2)C=C(C(=O)OCC)C1c1ccccc1C(F)(F)F (stereo unspecified),-1%,-5%[10 µM]
COc1ccccc1NC(=O)COC(=O)c1ccccc1OCC(=O)Nc1ccc(SC(F)F)cc1,-14%,-17%
Cc1ccc(NC(=O)c2csc(-c3ccccc3)c2C)cc1,0.095µM*,2µM*

Other records follow:
SMILES	NPC1 promoter act	PKM2 activator	Mito fusion yeast	FLuc modulator	Rab9 promoter act	Menin MLL FP TR	ELG1 DNA repair	MBNL1-CUG inh	RORg inh	VP16 counter	KCNH2 3.1 block
C#CCOCCOCCOCCNc1nc(N2CCN(C(=O)[C@H]([C@@H](C)CC)n3cc([C@@H](N)CO)nn3)CC2)nc(N2CCN(C(=O)[C@H](Cc3cc4ccccc4[nH]3)n3cc([C@@H](N)C(C)CC)nn3)CC2)n1 (stereo partly specified)	0%	1%	-1%	-1%	-2%	u	u	u	-19%	-12%	x
CC(C)NC(=O)COc1nncc2ccccc12	-3%	1%	4%	1%	2%	4%	15%	-2%	-6%	6%	3
CCc1ccc(C(=O)Nc2nc3ccccc3[nH]2)cc1	0.1µM*	-36%	-10%	0.11µM*	u	11%	u	5%	2.2µM*	4µM*	6
N#Cc1c(-c2ccccc2)c(C#N)c2nc3ccccc3n2c1N	-3%	23%	-2%	3%	-9%	3%	-15%	106%[activator]	7%	u	7
CC(NC(=O)Nc1ccc(Cl)cc1)c1ccccc1 (stereo unspecified)	-2%	27%	-6%	-13%	7%	24%	-14%	-9%	-7%	3%	4
O=C(COC(=O)[C@@H]1CCCN1S(=O)(=O)c1ccc(Cl)cc1)NCC(F)(F)F	-5%	4%	1%	8%	-2%	3%	-1%	x	1%	-2%	-1
O=C(CN1C(=O)CCS(=O)(=O)c2ccccc21)Nc1cccc(Cl)c1	1%	-2%	-3%	u	1%	7%	10%	u	u	0%	9
O=C(O)CCCCCn1c(SCc2cc(=O)n3cc(Cl)ccc3n2)nc2ccsc2c1=O	-1%	3%	0%	4%	-4%	-18%	-2%	17%	-18%	-38%	-9
Cc1oc2c(c(C)cc3oc(=O)c(CC(=O)NCCC(=O)O)c(C)c32)c1C	1%	x	8%	-6%	-13%	-20%	-6%	u	-12%	-5%	0
Cc1ccc(NC(=O)C2CCN(S(=O)(=O)c3ccc4c(c3)NC(=O)CO4)CC2)cc1	2%	x	2%	0%	-2%	x	-4%	-5%	21%	10%	-9
COc1ccc2c(c1)CCN=C2Cc1ccc(OC)c(OC)c1	2%	8%	-1%	0%	1%	-4%	-25%	4%	u	1%	-9
O=C(CN1C(=O)c2ccccc2S1(=O)=O)NCCSCc1ccccc1Cl	0%	-1%	2%	u	4%	-6%	u	3%	21%	-14%	13
Cc1ccc(C2C(=O)c3ccccc3C2=O)cc1	12%	x	11%	17µM*	23%	u	24%	12%	0%	10%	1
CC(=O)c1ccc(NC(=O)C(C)Sc2nnc(C3CCCCC3)o2)cc1 (stereo unspecified)	24%	0%	-3%	-3%	9%	1%	u	-8%	-23%	2%	x
CCc1ccc(N/C(SCc2cccc(F)c2)=C(/C#N)C(=O)NCc2ccco2)cc1	3%	0%	-1%	-12%	7%	2%	22%	2%	1.6µM*	6.3µM*	-11
CCOC(=O)C1C(=O)CC(C)(O)C(C(=O)OCC)C1/C=C/c1ccccc1 (stereo unspecified)	0%	-2%	7%	6%	-4%	-12%	-22%	-16%	21%	-8%	-106*

As entered above:
Result for COc1ccc(C(=O)c2nc3c(n2O)CCCCC3)cc1 in KCNH2 3.1 block: -25
Result for Cc1ccc(NC(=O)c2csc(-c3ccccc3)c2C)cc1 in KCNH2 3.1 block: -1

A portion of the library; count on the stated rates, not on these rows.
